# PfM18AAP inh – PfM18AAP enzyme inhibition; recombinant PfM18AAP, H-Glu-NHMec fluorogenic cleavage; inhibition, % at 7.35 µM; hit rate 1.2% among 290,000;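 active = inhibition above the campaign mean inhibition over all tested compounds plus 3 SD, cut at about 28% in these data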;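 note: 0% = plate median of test compound wells and 100% = 2 mM ZnCl2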
# NS3 helicase inh – HCV NS3 helicase inhibition; hit rate 0.56% among 290,000; inhibition, % at 10.9 µM; NS3 helicase DNA unwinding, Cy5 molecular beacon fluorescence; AID 1800;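 active = inhibition above the mean of all tested compounds plus 3 SD, set per campaign, cut at about 35% in these data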;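 note: 0% = DMSO wells and 100% = thioflavine S control wells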
#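 System: HCV NS3 helicase fragment; control set: DMSO and thioflavine S; technique: Cy5 fluorescence at 0 and 60 min, beacon hairpin quenching; reagent: beacon DNA duplex substrate plus ATP; replicates: singlicate; schedule: 1 h reaction at 25 °C, ATP-initiated; medium: MOPS buffer pH 6.5 with MgCl2, DTT, Tween20, BSA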
# FID counter – displaces DNA intercalator in HCV helicase counter-screen; DNA fluorescent intercalator displacement, fluorescence; inhibition, % at 7.9 µM; hit rate 0.17% among 290,000; in the data active = inhibition above about 37%;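 note: 0% = vehicle and 100% = reference compound; higher means more ethidium bromide displaced from hairpin DNA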
# p-CIP stab down – compounds decreasing mouse p/CIP protein stability. Q05BA5. F442A p/CIP-EGFP cells, EGFP fluorescence, 16 h. decrease of EGFP signal, % at 10 µM. hit rate 0.01% among 290,000. AID 1984;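 active = EGFP signal decrease of at least 30% at 10 µM or well 3 SD below plate mean, unless failing retest; inactive = the rest, including hits failing retest or dose response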; note: some compounds called inactive have numbers as strong as hits; many of its hits are not listed in these tables
# IDE act – boosts human insulin-degrading enzyme activity in HEK cells; P14735; FAbeta-B cleavage, fluorescence polarization; 0% vehicle, 100% cell-free pure enzyme wells; hit rate 0.073% among 340,000; activation, % at 5.96 µM;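 active = activation above the mean of all tested compounds plus 3 SD, set per screening campaign, cut at about 17% in these data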
# IMP-1 inh – inhibitors of Pseudomonas aeruginosa IMP-1 metallo-beta-lactamase. purified IMP-1, nitrocefin hydrolysis, epi-absorbance fluorescence. inhibition, % at 5.6 µM. hit rate 0.45% among 290,000. AID 1556;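 active = inhibition above the mean plus 3 SD of all compounds in the same screening run, cut at about 4.5% in these data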;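 note: 0% = IMP-1 with DMSO and 100% = DMSO wells lacking enzyme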
#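 Assay system: purified recombinant IMP-1 beta-lactamase. Input: IMP-1 0.2 nM before substrate addition. Buffer or medium: Zinc- and detergent-supplemented HEPES buffer, pH 7.1. Schedule: 25 °C, 15 min preincubation, 25 min reaction. Signal: Epi-absorbance fluorescence, 480 nm excitation, 530 nm emission. Evaluation: percent inhibition from optical density relative to buffer-blank wells.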
# SUMO HTRF inh – blocks human SUMOylation mediated by UBC9; P63279; HTRF SUMOylation assay, SAE1/SAE2 + UBC9, in vitro; inhibition, % at 35 µM; hit rate 0.36% among 290,000; in the data active = inhibition above about 50%, passing the limit was not always enough; note: strong numbers were not always called active
# Target sequence (P63279 whole entry, looked up): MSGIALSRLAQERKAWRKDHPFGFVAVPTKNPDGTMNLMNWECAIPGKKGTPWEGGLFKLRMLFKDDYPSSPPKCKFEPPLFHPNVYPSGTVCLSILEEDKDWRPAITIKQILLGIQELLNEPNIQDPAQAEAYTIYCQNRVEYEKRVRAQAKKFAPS
# IDE cell inh – cellular human IDE inhibition. inhibition, % at 5.59 µM. HEK cells, FAbetaB cleavage, fluorescence polarization. hit rate 0.41% among 320,000. P14735;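 active = percent inhibition above the average of all tested compounds plus 3 SD, set per screening campaign, cut at about 16% in these data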;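 note: IDE supplied by intact live HEK cells; FP after avidin binding of uncleaved biotin substrate so inhibition keeps polarization high; 0% = DMSO wells and 100% = 60 µM reference IDE inhibitor Ii1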
# VIM-2 inhibitor – inhibitors of Pseudomonas aeruginosa VIM-2 metallo-beta-lactamase; purified VIM-2, nitrocefin hydrolysis, epi-absorbance fluorescence; inhibition, % at 5.6 µM; hit rate 0.89% among 290,000; AID 1527;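 active = inhibition above the mean of all tested compounds plus 3 SD, cutoff set per screening run, cut at about 7.5% in these data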;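 note: red hydrolysis product quenches plate fluorescence so inhibitors raise well fluorescence; 0% = enzyme with DMSO and 100% = DMSO without enzyme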
# * marks the source's active call; other numbers are inactive results; x = not tested or not shown.
# Results follow in this order: FID counter	PfM18AAP inh	SUMO HTRF inh	IMP-1 inh	IDE act	IDE cell inh	VIM-2 inhibitor	NS3 helicase inh	p-CIP stab down
Cc1cc(C)nc(NS(=O)(=O)c2ccc(NC(=S)NC(=O)C(C)C)cc2)n1
    -5	0	-8	-3.3	3	1	-0.4	0	6
COc1ccc(N(C)C(=O)Cc2c(C(=O)O)n(C)c3ccccc23)cc1
    -23	3	-21	-2.5	0	-1	-2.3	7	2
O=c1[nH]c(Cn2nnc(-c3ccccc3)n2)nc2scc(-c3ccccc3)c12
    -7	-4	0	-2.0	1	7	-4.2	2	-2
CC(NCc1ccccc1Cl)C(=O)Nc1ccc(S(=O)(=O)N2CCCC2)cc1 (stereo not given)
    -3	5	25	-1.3	4	3	-6.3	3	-8
Cc1ccc(OCCNC(=O)c2cc(=O)[nH]c3ccccc23)cc1
    -15	2	14	-0.3	-3	-1	-4.9	3	5
CN1C2C=C3C(C#N)=C(N)C(C#N)(C#N)[C@@H](c4cccc(F)c4)[C@@H]3C1CC2 (stereo not given in full)
    -4	12	4	-1.2	0	6	-0.7	8	-30
Cc1ccc(S(=O)(=O)c2nnn3c2nc(N2CCN(c4ccccn4)CC2)c2ccccc23)cc1
    8	2	7	-1.0	1	9	-1.7	12	-4
CCCCCCNC(=O)Cc1nc2nc(C)cc(C)n2n1
    -4	1	-24	0.3	-5	5	0.0	4	-2
O=C1/C(=C/c2ccc(F)cc2)CCC1C1CCCC1 (stereo not given)
    -5	-1	14	-1.6	-2	1	-2.6	-11	-9
Cc1cccc(NCc2ccc([N+](=O)[O-])s2)c1
    13	3	16	-2.0	5	4	-2.3	12	-6
Cn1c(=O)n(C)c2cc(NS(C)(=O)=O)ccc21
    2	-10	24	-1.6	2	-10	0.2	-2	-6
CC(NC(=O)C(=O)NCC1CCCO1)c1ccccc1 (stereo not given)
    1	-13	0	-1.4	-3	10	0.3	-1	-1
Cn1cccc1/C=N/NC(=O)c1cccc(OC(F)(F)C(F)F)c1
    -6	1	14	-3.4	0	3	-2.1	12	1
COc1ccc(S(=O)(=O)CCC(=O)N2CCN(c3cccc(Cl)c3)CC2)cc1
    -38	-10	-6	-1.4	2	2	-2.9	-1	1
Cc1cc(Cl)cc(Br)c1OCCCN1C(=O)NC(C)(C)C1=O
    -19	4	6	-2.2	2	6	-1.3	-6	-5
CNCc1ccccc1OCC(=O)Nc1ccccc1OC
    2	-5	13	-2.5	4	8	-0.9	5	-11
COC(=O)CSc1nnc(CSc2nc(C)cc(C)n2)n1Cc1ccco1
    -8	9	-3	-2.2	-2	2	-1.1	0	-6
CCC(c1nnnn1Cc1ccco1)N(CCc1ccccc1)Cc1cc2ccc(OC)cc2[nH]c1=O (stereo not given)
    0	16	15	0.6	-5	0	0.3	6	-16
COc1ccc(CCNc2nc3ccccc3n3nnnc23)cc1OC
    -2	1	3	-4.7	6	4	-0.6	1	-9
CCc1cc2cc3c(cc2nc1SCC(=O)Nc1nnc(C)s1)OCCO3
    -4	-3	10	-1.0	-2	-2	0.0	-3	1
CCCCN(CC)Cc1ccc(CNC(=S)Nc2c(C)cc(C)cc2C)o1
    7	4	-7	-0.2	10	-1	-3.1	-24	16
O=c1c2[nH]c3ccccc3c2ncn1CCC1=CCCCC1
    -4	5	10	-1.8	1	-5	-2.2	5	-1
Cc1ccc(S(=O)(=O)N(C)C(=O)NC(=O)NS(=O)(=O)c2ccccc2)cc1
    -2	4	5	-2.2	4	-2	-2.0	4	6
CC(NC(=O)c1ccccc1)c1nnc(SCC(=O)NC2CCCC2)n1C (stereo not given)
    -6	-5	-17	-0.5	2	4	-1.3	-2	1
O=C(O)c1ccc(CN(Cc2ccccc2)S(=O)(=O)c2ccc(Cl)cc2)cc1
    -28	-13	3	-3.8	4	-2	-0.3	-6	-5
COc1cc2cc(CN(Cc3cccs3)C(=S)Nc3cccc(C)c3)c(=O)[nH]c2cc1OC
    -4	-8	-19	-3.5	x	1	-2.3	-3	-15
COC(=O)C1=C(C)NC(C)=C(C(=O)OC)C1c1ccc(N(C)C)cc1
    -12	18	-6	-1.3	-6	-6	-1.2	-4	3
Cc1[nH]c(C)c(S(=O)(=O)Nc2cccc(Cl)c2C)c1C(=O)N1CCCCC1
    -38	4	0	-2.4	1	-6	-1.2	-3	3
Cc1ccc(C(=O)NNC(=O)CCN2C(=O)C3CCCCC3C2=O)cc1 (stereo not given)
    -3	6	-1	0.0	2	0	0.2	7	6
O=C(Nc1cccc(F)c1)Nc1c[nH]c(=O)[nH]c1=O
    -5	-5	1	-2.0	-3	-1	-6.6	-1	-4
COc1ccc(CN2CCNC(=O)C2CC(=O)NCCSc2nccn2C)c(OC)c1 (stereo not given)
    -13	1	10	-3.4	-5	-2	-1.4	-8	6
CN(C)CCN(Cc1cc2cc3c(cc2[nH]c1=O)OCCO3)C(=S)NCC1CCCO1 (stereo not given)
    12	27	18	-2.6	1	3	-4.0	-6	-14
CCOC(=O)c1c(NC(=O)Cc2cccs2)sc(C)c1C
    -3	25	14	2.3	1	-4	-1.5	0	-8
CCN1CCN(Cc2ccc(NC(=O)c3ccc(C)c(NC(=O)C[C@@H]4NC(=O)[C@H](Cc5ccccc5)NC4=O)c3)cc2C(F)(F)F)CC1
    x	x	18	x	1	0	x	x	-16
O=C(NCc1ccccc1)C1CCCN1S(=O)(=O)c1ccc(F)cc1 (stereo not given)
    -6	-15	14	-0.3	1	4	0.0	9	-9
COC(=O)C1=C(C)NC(=O)NC1c1cc(Cl)ccc1OC (stereo not given)
    -8	9	-3	-4.1	4	-2	-3.0	7	10
CO/C([O-])=N/c1c[n+](-c2ccc(C)cc2)no1
    0	5	4	-5.8	2	-1	-4.2	8	0
CCCOc1ccc(Oc2nc(-c3ccncc3)nc3ccccc23)cc1
    -2	0	7	-1.6	2	3	-2.6	1	-6
Cc1cccc(NC(=O)CN(C)S(=O)(=O)c2cccs2)c1
    -1	-6	7	-0.7	7	3	-1.3	11	-4
CCCC(=O)N1CC(=O)Nc2ccc(C)cc2C1c1ccc(F)cc1 (stereo not given)
    -24	-18	-1	-1.5	2	-2	0.0	-18	-9
COc1cccc(OCC(O)CN2CCN(CCO)CC2)c1 (stereo not given)
    4	-7	13	-2.4	2	2	-1.7	-12	-5
Cc1ccc(C(=O)NCCc2nnc(SCC(=O)Nc3nc(-c4ccccc4)cs3)n2C)cc1
    1	2	-10	-3.0	2	0	-0.9	-2	-4
COc1ccc(CC(C#N)(CO)c2nc3ccccc3[nH]2)cc1 (stereo not given)
    6	12	-5	-2.1	9	-4	-0.6	2	-11
CC1(C)CC(=O)c2c(O)cc(OCC(=O)N3CCN(c4ccccc4)CC3)cc2O1
    -43	6	-2	-3.3	-6	3	-4.3	11	4
O=C(CCC(=O)c1ccccc1)NC1CCCN(Cc2ccccc2F)C1 (stereo not given)
    -3	2	-1	-1.7	1	4	-0.5	2	-4
O=C(Nc1ccccc1)OCCNC(=O)c1ccccc1
    3	-12	21	-5.5	2	2	-3.6	2	-8
Cc1ccc2nc(C(C)O)[nH]c2c1 (stereo not given)
    -2	-5	17	-1.1	6	1	-1.8	-3	1
CCCC(C)C(=O)OCC(=O)NCc1ccc(OC)c(OC)c1 (stereo not given)
    -9	-1	1	-1.2	1	3	0.2	-2	-1
COc1ccccc1CNc1nc(C)c(C(=O)N(C)C)s1
    -18	34*	19	-1.7	0	x	-3.4	-9	-12
COc1cc(C(=O)NC2=NCCS2)cc(OC)c1OC
    -5	0	15	-3.7	3	3	-4.9	4	6
O=C(C[n+]1cc(-c2ccc(F)cc2)n2c1CCC2)c1cccs1
    7	2	0	-2.5	5	4	-4.0	-15	4
Cn1c(NC(=O)c2cccs2)cc(=O)n(C)c1=O
    -4	-4	2	-3.0	-4	4	0.7	3	-21
CCOC(=O)/C(C#N)=C\C1=C(N2CCCC2)CC(C)(CC)OC1 (stereo not given)
    -6	-6	-1	-3.4	2	2	2.5	6	-4
Cc1cnc(NC(=O)COc2ccccc2)s1
    -4	-6	22	-3.1	3	7	-2.5	-7	-4
COc1ccc(NC(=O)CCCC2CCCCC2)cc1S(=O)(=O)N1CCCCC1
    -11	-1	0	-2.9	3	0	0.4	2	10
c1ccc(-n2ncc3c2ncn2c(C4CCCCC4)nnc32)cc1
    2	-4	10	-3.4	x	x	-1.4	1	5
CCN1CCN(C(c2cc3cc4c(cc3[nH]c2=O)OCO4)c2nnnn2C(C)(C)CC)CC1 (stereo not given)
    2	-5	-6	1.2	-5	2	-0.2	-12	11
CN1CCN(S(=O)(=O)c2ccc(Oc3ccc(F)c(Cl)c3)nc2)CC1
    6	-6	4	-1.4	2	5	-1.2	2	-8
CC1(C)CC(=O)C(C=NCCCN2CCOCC2)=C(O)C1
    1	4	16	1.5	0	6	-1.9	1	-9
COc1cccc(/C=c2/s/c(=C(\C#N)C(=O)N3CCOCC3)n(-c3ccccc3)c2=O)c1
    3	4	15	-0.5	1	-1	-3.2	6	2

# (cont.)
# Results follow in this order: FID counter	PfM18AAP inh	SUMO HTRF inh	IMP-1 inh	IDE act	IDE cell inh	VIM-2 inhibitor	NS3 helicase inh	p-CIP stab down
COc1cc(C(=O)NCC(=O)N/N=C(C)\C=C\c2ccccc2)cc(OC)c1OC
    -16	2	-9	-3.5	-1	-2	-5.4	-23	-2
O=C(/C=C/c1ccccc1)N1CCN(CC(O)COc2ccccc2)CC1 (stereo not given)
    -20	2	6	-3.0	4	4	-2.8	29	9
O=C1Nc2ccccc2C(O)(C(=O)NCc2ccc3c(c2)OCO3)N1c1ccccc1 (stereo not given)
    -12	-6	4	0.5	5	1	1.2	6	10
CCCCN(CCCC)C(=O)C1(P(=O)(c2ccccc2)c2ccccc2)CCC1
    -45	-1	16	-1.0	7	-2	-3.0	-4	-1
CCCc1nc(SCC(=O)N2CCCCCC2)c2c(=O)n(C)c(=O)n(C)c2n1
    -30	4	13	-1.1	x	2	3.6	5	-6
COc1cc(CNc2ccc(N3CCN(C(C)=O)CC3)cc2)ccc1OCc1ccccc1
    -9	6	8	-13	5	4	-2.4	1	-22
O=C(c1ccco1)N1CCN(S(=O)(=O)N2CCOCC2)CC1
    1	10	-2	-3.4	1	3	-1.2	-1	4
CC(=O)N1CCC2(CC1)C(C#N)=C(N)Oc1c2sc2nc(C)cc(C)c12
    -6	21	12	-2.8	-2	4	0.2	4	-2

# A different layout for part of the listing above:
Structure | FID counter | PfM18AAP inh | SUMO HTRF inh | IMP-1 inh | IDE act | IDE cell inh | VIM-2 inhibitor | NS3 helicase inh | p-CIP stab down
O=C(c1ccco1)N1CCN(S(=O)(=O)N2CCOCC2)CC1 | 1 | 10 | -2 | -3.4 | 1 | 3 | -1.2 | -1 | 4
CC(=O)N1CCC2(CC1)C(C#N)=C(N)Oc1c2sc2nc(C)cc(C)c12 | -6 | 21 | 12 | -2.8 | -2 | 4 | 0.2 | 4 | -2
